# Bioassay records from PubChem.
# NPYLR7 agonist: agonists of mosquito NPYLR7 receptor, primary screen, cell-based, Aedes aegypti, calcium fluorescence, mosquito biting behavior. 0.15% of 270,000 active. activation, % at 10 µM. HEK293T NPYLR7/Galpha15, GCaMP6s calcium fluorescence. AID 1259423, 2018; in the data active = activation above about 40%;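 also: 0% = vehicle and 100% = reference agonist at the receptor; some compounds past the cut are filed as inactive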
# mcGAS inh: cyclic GMP-AMP synthase inhibitors, mouse, primary biochemical chemiluminescence; recombinant cGAS, Kinase-Glo ATP depletion luminescence; AID 1259399, 2018; 0.15% of 160,000 active; Q8C6L5; inhibition, % at 12.5 µM;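 also: 0% = negative control wells and 100% = reference inhibitor with no enzyme activity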
# hcGAS lum: Primary biochemical luminescence assay for human cyclic GMP-AMP synthase inhibitors. Q8N884. recombinant h-cGAS, ATP depletion, Kinase-Glo luminescence. inhibition, % at 12.5 µM. 0.081% of 290,000 active. AID 1259398, 2018;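 also: 0% = vehicle reaction and 100% = reaction without DNA for no activity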
# Target sequence (Q8N884 whole entry, looked up): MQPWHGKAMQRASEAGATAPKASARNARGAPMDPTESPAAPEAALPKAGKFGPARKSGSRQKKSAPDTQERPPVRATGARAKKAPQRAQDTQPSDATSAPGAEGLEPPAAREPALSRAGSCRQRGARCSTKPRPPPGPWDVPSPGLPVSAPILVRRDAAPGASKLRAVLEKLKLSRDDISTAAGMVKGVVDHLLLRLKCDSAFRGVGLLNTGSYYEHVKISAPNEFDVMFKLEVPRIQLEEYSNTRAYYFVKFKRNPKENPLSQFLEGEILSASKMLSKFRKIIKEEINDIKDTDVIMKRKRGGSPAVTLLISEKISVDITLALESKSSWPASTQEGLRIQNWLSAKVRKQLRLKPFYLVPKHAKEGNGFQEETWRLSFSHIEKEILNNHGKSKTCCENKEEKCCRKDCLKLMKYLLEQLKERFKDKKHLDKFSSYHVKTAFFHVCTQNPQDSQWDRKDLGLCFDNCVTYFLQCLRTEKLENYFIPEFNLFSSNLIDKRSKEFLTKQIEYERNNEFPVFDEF
# * hit, by the source's call; . = not tested or not shown; & = joins results of further samples. Rule as the data show it, unless noted: active = inhibition above about 40%; inactive = the rest.
SMILES,NPYLR7 agonist,mcGAS inh,hcGAS lum
COc1ccc(S(=O)(=O)NC(=O)C2(C)CCN2C(=O)C(C)(C)c2ccccc2)cc1 (stereo not given),1,.,1
CC(C)N(Cc1nc(C(=O)NCc2cccnc2)co1)Cc1ccccc1Cl,-2,-5,1
COc1ccc(-c2ccc3ncc4c(c3c2)n(-c2ccc(N3CCNCC3)c(C(F)(F)F)c2)c(=O)n4C)cn1,3,3,28
CCc1nc(-c2ccccc2)nc(N2CCN(C(C)=O)CC2)c1Cc1ccc(F)cc1,.,-3,-5
Cc1ccc(-c2nc(OCC(C)C)nn2-c2ccc(NC(=O)c3ccc([N+](=O)[O-])cc3)cc2)cc1,21,-5,-9
CN(CCOc1ccc(Cl)cc1)c1ccc(S(C)(=O)=O)cc1S(N)(=O)=O,-13,.,1
O=C(CCC1CCN(C(=O)c2ccco2)CC1)Nc1ccc2c(c1)OCCO2,4,.,-10
CN(C(=O)Cn1ncoc1=O)c1ccccc1,0,.,-20
COc1cccc(Cc2nsc(N(CCC(=O)NCc3ccncc3)Cc3ccco3)n2)c1,16,-5,-4
COc1ccc(-c2cnc(-c3ccc(CNC(=O)/C=C/c4ccccc4Cl)cc3)[nH]2)cc1,-4,-7,-7
O=C(Cc1cc(-c2cc3ccccc3o2)on1)NCCc1ccccc1,7,-4,-3
C=CCNC(=O)CSc1nnnn1-c1ccc(OC)cc1,4,-4,-3
COc1ccccc1NC(=O)N(Cc1ccc(F)cc1)Cc1ccc(OS(=O)(=O)C(C)C)cc1,4,-7,-2
C=c1c(C#N)c2[nH]c(N)c(C#N)c(C)c-2/c1=C\c1cccs1,7,1,-3
Cc1nc(SCc2cccc(C(=O)NCCN3CCOCC3)c2)nc(N2CCN(c3ccccc3Cl)CC2)c1C,-5,0,-2
CC(C(=O)Nc1ccc2nc(C(C)(C)C)sc2c1)S(C)(=O)=O (stereo not given),-4,.,-3
O=C(CSc1nnc(C2CC2)n1C1CC1)N1N=C(c2cccs2)CC1c1ccco1 (stereo not given),-6,.,5
Cc1cc(N2CCN(C(=O)c3cc(C(F)(F)F)cc(C(F)(F)F)c3)CC2)nc(-c2cccc(C(F)(F)F)c2)n1,-4,-4,-1
COC(=O)c1c(N)sc2c1C(C(=O)OC)CC2 (stereo not given),4,-4,-1
CCc1c(C)nc2c(-c3ccccc3)c(C)[nH]n2c1=O,-2&-2,.,6&-7
CCN(CC(=O)Nc1cc(C(C)(C)C)nn1-c1ccc(Cl)c(Cl)c1)C(=O)Nc1ccc(OC)cc1OC,15,-6,-8
COc1ccc(S(=O)(=O)NCCNc2cnccn2)cc1,14,.,-5
Cc1ccc2nc(CN(C)Cc3cn[nH]c3C(=O)O)[nH]c2c1,17,.,-7
CN(C1=NS(=O)(=O)c2cc([N+](=O)[O-])ccc21)c1ccccc1,-20,0,5
COc1cn(CC(=O)Nc2ccc(C(N)=O)cc2)c(CSc2ccccc2)cc1=O,1,1,-2
COc1cc(C(=O)N(C)C)ccc1NC(=O)c1ccsc1,5,-6,-15
CCC(NC(=O)CCc1nnc(C2(c3ccc(Cl)cc3)CCC2)o1)c1ccncc1 (stereo not given),16,-13,-13
COC(=O)C1CSCCC1=O (stereo not given),2,.,5
Cc1cc(C)cc(Nc2ncc3c(n2)CCN(C(=O)NC2CCCCC2)C3)c1,-3,-4,-1
Cc1ccc(NC(=O)CSc2nc(=O)n(Cc3ccncc3)c3c2CCC3)cc1Cl,0,-10,-10
Cc1ccc(C2(O)CCN(C(=O)c3scc4c3OCCO4)CC2)nc1,9,-14,-2
COC(=O)c1ccc(C)c(NCc2cccc(S(=O)(=O)N(C)C)c2)c1,4,.,-11
CCOc1ccccc1-c1nc(Cn2nnc(C(=O)Nc3ccc(OC)cc3OC)c2C)c(C)o1,-15,-2,-2
C=C(C)Cn1c(=O)c2c(nc3n(-c4ccc(Cl)cc4)c(C)cn23)n(C)c1=O,3,-9,-2
Cc1noc(C)c1C(=O)N1CCN(c2nc3nccc(-c4cccc(C(F)(F)F)c4)n3n2)CC1,.,-5,-8
O=C(c1cc2sccc2s1)N1CCNCC1,4,-16,-5
CSc1ccc(C(=O)COC(=O)c2cccs2)cc1NC(C)=O,8,.,-7
N#Cc1cccc(OC2CC3CCC(C2)N3C(=O)c2ccc(CSc3nc4cccc(Cl)c4o3)cc2)c1 (stereo not given),4,-8,-13
CCN1CC(CNC(=O)c2ccc(OC3CCN(CCc4ccccc4)CC3)cc2)CC1=O (stereo not given),-3,-4,-11
CCNC(=O)C1CCCN(c2nc3ncn(CC(=O)Nc4c(C)cc(C)cc4C)c(=O)c3s2)C1 (stereo not given),8,.,-2
CC(=O)Nc1ccc(N2C(=O)C(C)Oc3cc(Cl)ccc32)cc1 (stereo not given),11,.,-2
COC(=O)c1ccc(Oc2coc3c4c(ccc3c2=O)OCN(C2CC2)C4)cc1,5,-9,-5
O=C1c2ccccc2-c2onc3c(N4CCOCC4)cc(N4CCOCC4)c1c23,-6,.,-11
Cc1nonc1CN(C)C(=O)C(C)N(c1ccccc1)S(C)(=O)=O (stereo not given),2&7,-15,-4&0
COc1cc(/C=C(/C#N)c2ccccn2)cc(Cl)c1OC(F)F,12,.,-3
CCC(C(=O)N1CCN(c2nc(-c3cccc(C(F)(F)F)c3)nc(C)c2Cc2ccccc2)CC1)c1ccccc1 (stereo not given),-9,-4,-4
CC(NC(=O)C1CCN(S(=O)(=O)c2ccccc2)CC1)c1ccc2c(c1)OCCO2 (stereo not given),4,.,-10
Cc1ccccc1-c1cnc(NC(=O)Cn2cnnn2)s1,3,-8,1
COC(=O)CCC(=O)NCC1Cc2cc(C(=O)OC)ccc2O1 (stereo not given),25,-5,-4
O=C(CN(CC1CCCCC1)C1CC1)NC1CCN(C2CC2)CC1,2,-16,-17
CNS(=O)(=O)c1ccc(C2NCCc3[nH]cnc32)cc1 (stereo not given),17,.,-9
CCCNC(=O)c1ccccc1-c1cccc(C(C)=O)c1,4,-18,-5
COc1cccc(CSc2nnc(C(C)NC(=O)c3ccc(Cl)c([N+](=O)[O-])c3)n2-c2cc(Cl)ccc2Cl)c1 (stereo not given),-2,-5,-12
CN1CCN(C(=O)C23CCC(C)(C(=O)C2)C3(C)C)CC1 (stereo not given),-2,-2,11
COc1cc(NC(=O)N2CCN(CC(OCc3c(F)cccc3F)c3ccc(Cl)cc3)CC2)cc(OC)c1OC (stereo not given),.,-6,-3
COc1cccc(C2=NN(C(=O)CN3CCN(c4ccccc4F)CC3)C(c3ccc(Cl)cc3)C2)c1 (stereo not given),15,-6,-7
O=C1CCCN1CC(=O)N1CCCC(Nc2ccccc2)C1 (stereo not given),5,.,-12
Cc1nonc1C(=O)N1CCCC(N2CCN(Cc3ccc4c(c3)OCO4)CC2)C1 (stereo not given),4&8,.,-5&-9
O=C(Nc1cccc(C(F)(F)F)c1)c1cnccn1,-1,-3,-3
CC(=O)NCc1ccc(C(=O)NCC2CCS(=O)(=O)C2)cc1 (stereo not given),8,.,-7

# Compound profiles, as listed above:
# O=C1CCCN1CC(=O)N1CCCC(Nc2ccccc2)C1 (stereo not given) across the screens: NPYLR7 agonist = 5; mcGAS inh = .; hcGAS lum = -12
# COc1cccc(CSc2nnc(C(C)NC(=O)c3ccc(Cl)c([N+](=O)[O-])c3)n2-c2cc(Cl)ccc2Cl)c1 (stereo not given) across the screens: NPYLR7 agonist = -2; mcGAS inh = -5; hcGAS lum = -12

# New compounds follow:
SMILES,NPYLR7 agonist,mcGAS inh,hcGAS lum
FC(F)(F)c1cc(-n2c(C3C4CCCCC43)n[nH]c2=S)cc(C(F)(F)F)c1 (stereo not given),2,-4,-6
Oc1ccc(-c2cnc3c(Nc4cccc(OC(F)(F)C(F)F)c4)nccn23)cc1,-2,-2,-8
COCCN(Cc1ccc(OC)c(OS(=O)(=O)c2cccc(C(F)(F)F)c2)c1)C(=O)C12CC3CC(CC(C3)C1)C2,-1,-3,-1
O=S(=O)(c1ccc(F)c(Cl)c1)N1CCC2(CC1)CCC(O)(CN1CCCC1)CC2,.,-5,-5
COc1ccc(NC(=O)N2CCC3(CC2)NC(=O)c2cccc(C)c2N3)cc1,16,-6,-4
Cc1cccc(CN2C(=O)C3(c4ccccc42)N(c2cccc(F)c2)C(=O)CS3(=O)=O)c1 (stereo not given),4,-8,-7
c1ccc(-c2nc(CN3CCC4(CCCN(CC5CCC5)C4)C3)co2)cc1 (stereo not given),4,-11,-9
Cc1ccc(CNC(=O)NC(c2ccc3c(c2)OCCCO3)C(C)C)cc1F (stereo not given),47*,-9,-13
COc1nc(-c2ccccc2)cc(-c2ccc(Cl)cc2)c1C#N,-5,1,4
CNC(=O)[C@@H]1C[C@H](N)CN1C(=O)CC1CCN(Cc2ccccc2)CC1,-5,.,-2
Cc1ccc(C(C)C)cc1OCCCNCCN(C)C,5,.,-5
Cc1nc(N2CCN(C(=O)c3sc(-c4ccccc4)nc3C)CC2)cc(-n2cccn2)n1,-5,-8,-3
COc1ccc(-n2cnn(CN3CCCC(C)C3)c2=S)cc1 (stereo not given),3,-8,-6
COCCNC(=O)CSc1nc(Cl)cc(N2CCN(C(C)=O)C(C)C2)n1 (stereo not given),-2,-5,-9
CCn1nc(C)c(CN(C)Cc2nc(-c3ccccc3NC(=O)c3ccsc3)oc2C)c1C,6,-4,-2
Cc1cc(Cl)c(C(C)C)cc1OCc1nc(N)nc(N)n1,11,.,-5
CSCCCN(C)S(=O)(=O)c1ccccc1Br,0,.,-12
Cc1ccc2oc(CN(Cc3ccccc3Cl)C(=O)C3C[C@@H]3c3ccccc3)nc2c1 (stereo not given in full),-4,-5,-3
Cc1nccc(CNc2ccccc2S(=O)(=O)C(F)(F)F)n1,0,0,2
CCc1nc2ccc(C(=O)Nc3cc(-c4ccccc4)ccc3OC)cn2c1N(C)C(=O)C1CCCCC1,-7,-1,-8
O=S(=O)(Nc1nc2ccccc2s1)c1ccc(Br)s1,-2,.,-2
CCCCc1ccc(-c2ccc(-n3cncc3C(=O)NC3CCC[C@H]3OCc3ccccc3)cc2)cc1 (stereo not given in full),8,0,0
CN(Cc1ccccc1)C1(CNC(=O)Cc2cccs2)Cc2ccccc2C1,9,-8,-6
CCOC(=O)c1cc(C(C)(C)C)n(C2CCN(C(=O)c3ccccc3C(F)(F)F)CC2)n1,18,-2,-6
CCCc1cnc(C)nc1-c1c(F)cccc1OC,-2,-11,3
O=C(Nc1ccccc1)c1ccc(Cn2cc(Br)ccc2=O)cc1,3,.,1
O=C(c1nc2ccccn2c1CNC(CCn1ccnc1)c1ccccc1)N1CCCC1 (stereo not given),11,-3,-6
Cc1cccc(C(=O)NNC(=O)c2ccoc2C)n1,2,.,3
Cc1csc2nc(O)c(C(=O)NCCCOC(C)C)c(=O)n12,-3,4,7
CC1CCC2(CC1)OCC(C(=O)NC(C)c1ccccc1)N2C(=O)c1cccc(Cl)c1 (stereo not given),5,-8,-3
COc1ccc(-c2nc(CSc3nc(-c4ccccc4)cs3)cs2)cc1OC,23,-5,-4
Cc1c(-c2csc(N)n2)sc2ccccc12,-1,30,-4
COc1ccc2c(C)nc(NC(N)=NS(=O)(=O)c3ccc(C)cc3)nc2c1,1,-7,-3
NC(=O)C1CCN(C(=O)CCCSc2ccc(NC(=O)c3cccs3)nn2)CC1,-4,-4,-4
Cc1ccc(-n2ncc3c(C)nn(Cc4ccc(F)cc4)c(=O)c32)c(C)c1,5,.,-2
O=C(c1nc2ccccc2s1)N(CCCN1CCOCC1)c1nc2c(F)cccc2s1,-2,-10,-6

# Some of the entries so far, as labelled records:
compound: Oc1ccc(-c2cnc3c(Nc4cccc(OC(F)(F)C(F)F)c4)nccn23)cc1
  NPYLR7 agonist: -2
  mcGAS inh: -2
  hcGAS lum: -8

compound: Cc1nc(SCc2cccc(C(=O)NCCN3CCOCC3)c2)nc(N2CCN(c3ccccc3Cl)CC2)c1C
  NPYLR7 agonist: -5
  mcGAS inh: 0
  hcGAS lum: -2

compound: Cc1ccccc1-c1cnc(NC(=O)Cn2cnnn2)s1
  NPYLR7 agonist: 3
  mcGAS inh: -8
  hcGAS lum: 1

compound: CCN1CC(CNC(=O)c2ccc(OC3CCN(CCc4ccccc4)CC3)cc2)CC1=O (stereo not given)
  NPYLR7 agonist: -3
  mcGAS inh: -4
  hcGAS lum: -11

# Part of the list above with just NPYLR7 agonist and hcGAS lum:
mol,NPYLR7 agonist,hcGAS lum
COCCNC(=O)CSc1nc(Cl)cc(N2CCN(C(C)=O)C(C)C2)n1 (stereo not given),-2,-9
Cc1ccc(-n2ncc3c(C)nn(Cc4ccc(F)cc4)c(=O)c32)c(C)c1,5,-2
Cc1nc(SCc2cccc(C(=O)NCCN3CCOCC3)c2)nc(N2CCN(c3ccccc3Cl)CC2)c1C,-5,-2
CSCCCN(C)S(=O)(=O)c1ccccc1Br,0,-12
Cc1nonc1CN(C)C(=O)C(C)N(c1ccccc1)S(C)(=O)=O (stereo not given),2&7,-4&0

# Further records follow:
SMILES,NPYLR7 agonist,mcGAS inh,hcGAS lum
CCN(CC)c1ncccc1CNc1cnc2ccccc2n1,6,.,-3
CCC(C)C(NC(=O)C(C)(C)CCl)C(=O)Nc1nnc(-c2ccc3c(c2)OCO3)s1 (stereo not given),-1,2,4
O=C(COc1ccccc1)NNC(=O)c1ccncc1,4,-6,-4
COc1cccc(CC2(CO)CCCN(Cc3ccc4c(NC(C)=O)cccc4n3)C2)c1 (stereo not given),8,-3,-4
CN(Cc1nc2ccccc2c(=O)[nH]1)C(=O)CSc1cc(Cl)ccc1Cl,0,-3,-6
CC(C)c1ccc(-c2nc(C(=O)N3CCNC(=O)C3)cs2)cc1,1,.,-12
COCCC(=O)N1CCCC(CCc2cccc(OC)c2)C1 (stereo not given),3,.,-8
Cc1[nH]cnc1CN1CCC(c2nnc(CN3CCN(C)CC3)n2C)CC1,.,-3,-15
CCc1ccc2c(c1)NC(=O)C2(C)Cc1ccccc1C#N (stereo not given),4,-5,-1
CCCN(CCC)C(=O)Cn1ncn2c(cc3sc(CC)cc32)c1=O,2,1,2
